UBC13 polyUb: inhibitors of human UBC13 polyubiquitin chain formation. 330,000 compounds, 0.47% hits. TR-FRET. P61088. inhibition, % at 20 µM; in the data active = inhibition above about 45%, passing the limit was not always enough
Target sequence (P61088 whole entry, looked up): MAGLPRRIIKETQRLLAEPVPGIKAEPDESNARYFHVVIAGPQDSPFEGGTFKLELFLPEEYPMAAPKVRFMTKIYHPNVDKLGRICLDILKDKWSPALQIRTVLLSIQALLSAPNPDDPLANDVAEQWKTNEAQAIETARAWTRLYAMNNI
Jurkat NFkB inh: inhibitors of the PMA/ionomycin-induced NF-kB reporter in Jurkat cells; PMA/ionomycin-induced NF-kB luciferase reporter, luminescence; inhibition, % at 4 µM; 330,000 compounds, 0.53% hits; AID 435003
Gli-Sufu antag: antagonists of Gli-Sufu signaling. Sufu-KO-LIGHT fibroblasts, Gli luciferase reporter luminescence. inhibition, % at 5 µM. 340,000 compounds, 0.74% hits. AID 588413;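 active = inhibition above about 55%, limit read from the data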;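 also: 0% = DMSO-treated cells and 100% = wells with medium but no cells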
SENP8 inh: inhibitors of human SENP8 protease; purified SENP8, Z-RLRGG-aminoluciferin cleavage, luminescence; inhibition, % at 10 µM; Q96LD8; 330,000 compounds, 1.2% hits
EBI2 antag: antagonists of human EBI2 receptor; P32249; 360,000 compounds, 0.81% hits; EBI2 beta-arrestin recruitment, luminescence, 7a,25-OHC stimulated; inhibition, % at 5 µM; in the data active = inhibition above about 38%;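 also: enzyme fragment complementation signal reports receptor beta-arrestin coupling in cells; 0% = agonist plus DMSO wells and 100% = wells without agonist; some results beyond the cut were filed as inactive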
Target sequence (P32249 whole entry, looked up, the tested form may be a part): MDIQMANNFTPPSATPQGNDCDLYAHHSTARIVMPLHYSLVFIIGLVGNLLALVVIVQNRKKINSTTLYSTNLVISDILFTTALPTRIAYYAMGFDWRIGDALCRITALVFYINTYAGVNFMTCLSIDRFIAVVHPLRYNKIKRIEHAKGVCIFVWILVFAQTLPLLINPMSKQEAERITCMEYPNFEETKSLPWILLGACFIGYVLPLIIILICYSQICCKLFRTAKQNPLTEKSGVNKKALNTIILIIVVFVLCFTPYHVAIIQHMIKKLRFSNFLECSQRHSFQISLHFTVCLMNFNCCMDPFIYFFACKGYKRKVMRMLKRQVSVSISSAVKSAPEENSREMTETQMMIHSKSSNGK
CCR6 antag: CCR6 (human) receptor antagonism | P51684 | CHO-K1 CCR6 PathHunter beta-arrestin, luminescence, CCL20-stimulated | inhibition, % at 20 µM | 340,000 compounds, 0.49% hits;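 active = compounds whose inhibition of the agonist-driven luminescence signal at 20 µM reaches about 50%, limit read from the data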;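 also: cells stimulated with CCL20 at 14 nM final; plate controls were DMSO with CCL20 for no effect and DMSO without agonist for full effect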
Target sequence (P51684 whole entry, looked up): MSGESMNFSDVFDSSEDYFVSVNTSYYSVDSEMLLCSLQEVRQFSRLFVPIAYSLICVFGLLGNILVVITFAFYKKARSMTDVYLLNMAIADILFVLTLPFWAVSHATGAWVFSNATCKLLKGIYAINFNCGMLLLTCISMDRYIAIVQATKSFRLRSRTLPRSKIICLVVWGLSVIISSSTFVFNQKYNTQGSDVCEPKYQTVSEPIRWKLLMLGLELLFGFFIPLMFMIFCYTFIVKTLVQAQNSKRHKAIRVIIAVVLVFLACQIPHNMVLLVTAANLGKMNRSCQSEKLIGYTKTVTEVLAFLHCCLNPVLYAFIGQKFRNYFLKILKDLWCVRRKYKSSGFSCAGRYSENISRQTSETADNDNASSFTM
Apaf1 inhib: blocks human Apaf-1 apoptosome activity; O14727; reconstituted apoptosome caspase-3 activity, DEVD-Rh110 fluorescence; inhibition, % at 20 µM; 330,000 compounds, 0.71% hits; active = inhibition of at least 40% at 20 µM;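 also: plate controls were DMSO wells for no effect and DEVD-CHO caspase inhibitor wells for full effect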
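System: reconstituted apoptosome with Apaf-1, cytochrome c, caspase-9, procaspase-3, dATP; Signal: Rh110 fluorescence intensity; Schedule: 30 min compound preincubation, 50 min activation, room temperature; Reagent: cytochrome c trigger plus (Z-DEVD)2-Rh110 caspase-3 substrate.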
697 NFkB inh: lowers PMA/ionomycin-induced NF-kB signal in 697 B cells. 697 B-cell NF-kB luciferase reporter, 16 h. inhibition, % at 4 µM. 330,000 compounds, 0.33% hits. AID 435022; in the data active = inhibition above about 35%
An asterisk follows results filed as active; . = not tested or not shown. Rule as the data show it, unless noted: active = inhibition above about 50%; inactive = the rest. Only part of the results is shown; rates above refer to the full screens.

SMILES | UBC13 polyUb | Jurkat NFkB inh | Gli-Sufu antag | SENP8 inh | EBI2 antag | CCR6 antag | Apaf1 inhib | 697 NFkB inh
CCOC(=O)/C(C#N)=C\c1cn(C)c2ccccc12 | -8 | 5 | 6 | -7 | -10 | 9 | 10 | 9
COc1ccc(C(CNC(=O)COc2ccccc2-c2ccccc2)N2CCOCC2)cc1 (centres undefined) | 7 | -7 | 21 | -3 | 11 | 21 | 13 | 6
Cc1cc(SCC(=O)N2CCCC2=O)nc2c(C)cccc12 | 10 | 8 | 9 | 16 | -1 | 14 | 9 | 3
Cc1ccc2oc(=O)c3cnn(CC(=O)NCCN4CCOCC4)c3c2c1 | -9 | -2 | -2 | -7 | 3 | -2 | 8 | 8
CC1Cc2ccccc2N1Cc1ccc([N+](=O)[O-])cc1 (centres undefined) | -3 | 6 | 5 | 11 | -1 | 23 | 11 | 16
CCN(CC)S(=O)(=O)c1ccc(C(=O)OCCNC(=O)c2cccnc2)cc1 | 4 | -9 | 0 | -7 | 0 | -14 | -2 | -30
Cc1ncoc1C(=O)N1CCCC(C(=O)c2cccc3ccccc23)C1 (centres undefined) | 6 | 1 | 6 | 6 | 13 | 4 | -4 | 14
CCOc1cc(N2CCOCC2)c(OCC)cc1NC(=O)c1ccco1 | 2 | 15 | 2 | -2 | 3 | 1 | -6 | 8
Cn1nccc1C(=O)N1CCCC(N2CCN(Cc3ccc4c(c3)OCO4)CC2)C1 (centres undefined) | 0 | -3 | 5 | 4 | -5 | 12 | 7 | 5
CCOc1cc(NC(=O)CCl)c(OCC)cc1NC(C)=O | 10 | 9 | 4 | 4 | 9 | -10 | -10 | 11
COc1cccc(C(=O)Nc2ccc(S(=O)(=O)N3CCN(C)CC3)cc2)c1 | 0 | 7 | -10 | 2 | -6 | 17 | 7 | 10
O=C(OCC1OC(n2ccc(=O)[nH]c2=O)C(O)C1OC(=O)c1ccccc1)c1ccccc1 (centres undefined) | 7 | 9 | 21 | -3 | -1 | 5 | 10 | 0
COc1cc(SC)ccc1C(=O)NNC(=O)c1cc(C)oc1C | -9 | -79 | -69 | 94* | -6 | 15 | 11 | -69
COc1ccc(S(=O)(=O)Nc2ccc(S(=O)(=O)N3CCCCC3)cc2)cc1 | -19 | -4 | 9 | -10 | -2 | -2 | 3 | 16
Cc1ccc2c(CC(=O)O)coc2c1C | -10 | 13 | 1 | -7 | -8 | -9 | 18 | -15
Cc1ccc(NC(=O)CCCN2C(=O)NC(C)(C)C2=O)cc1 | -5 | 5 | -1 | -5 | -11 | 10 | -5 | 0
CC(=O)NC(c1ccc(C(C)C)cc1)c1c(O)ccc2ccccc12 (centres undefined) | 2 | -4 | 38 | -4 | -5 | 4 | 11 | -15
COc1ccc(C(=O)N(Cc2ccccc2)c2ccc(C)cc2)cc1S(=O)(=O)N1CCOCC1 | 2 | -15 | 22 | -4 | 8 | 11 | 31 | -16
COc1ccc(OCC(=O)Nc2c3c(nn2C(C)(C)C)CSC3)cc1 | 0 | -15 | -6 | 5 | 16 | -1 | 4 | -4
Cc1ccc(C(=O)N/C(=C/c2ccc(-c3cccc([N+](=O)[O-])c3)o2)C(=O)NCCCN(C)C)cc1 | 57* | -8 | 5 | -1 | -30 | 0 | 21 | -3
O=C(CSc1nc2ccc(NC(=O)CSc3nnnn3-c3ccccc3)cc2s1)Nc1ccccc1 | -11 | 11 | -9 | -5 | -1 | -8 | 2 | -6
COC(=O)C1=C(C)N=C2SC(C#N)=C(N)N2C1c1cccc(OC)c1 (centres undefined) | 8 | 10 | -12 | -1 | -9 | -4 | 7 | 12
COc1cccc2cc(C(=O)NCc3ccc(F)cc3)c(=N)oc12 | -10 | -21 | 9 | -9 | 3 | 20 | 25 | -23
Cc1ccc(CNC(=O)CCc2ccc(S(=O)(=O)NC3CCCCC3)cc2)cc1 | 0 | -4 | 0 | -7 | 14 | 3 | 16 | -22
COc1ccc(S(=O)(=O)N(CC(=O)N2CCN(C)CC2)c2ccc(C)cc2)cc1Br | 3 | -8 | 0 | 7 | 5 | 22 | 3 | 18
O=C1CN(C(=O)c2ccc(Br)o2)C(c2ccc(F)cc2)c2cc(F)ccc2N1 (centres undefined) | -5 | 2 | 25 | -1 | 5 | -3 | 6 | 20
Cc1nc(Nc2ccncc2)c2oc3ccccc3c2n1 | 22 | -53 | 11 | -2 | -11 | 15 | -12 | 18
Cc1ccc2c(c1)N(S(=O)(=O)c1cc(-c3cc(C)no3)ccc1C)CCO2 | -12 | 14 | 31 | -5 | 4 | 10 | 25 | -68
COc1cccc(C(=O)N(Cc2ccco2)c2c(N)n(Cc3ccccc3)c(=O)[nH]c2=O)c1 | -6 | 12 | 7 | 0 | 1 | 11 | -5 | 14
C=Cc1ccc(C(=O)NC2CCCN(Cc3ccccc3F)C2)cc1 (centres undefined) | 5 | 6 | 5 | 0 | 0 | 5 | 2 | 13
CC1CC(OCC(O)CN2CCOCC2)CC(C)(C)C1 (centres undefined) | -6 | 1 | 8 | 3 | -6 | 4 | -17 | -24
COCCOc1cc(N2C(=O)CSCC2=O)c(Cl)cc1Cl | -10 | 0 | -2 | -6 | -3 | -15 | -6 | 17
COc1ccc(C2N(c3ccc4c(c3)OCCO4)C(=O)C2(F)F)cc1OC (centres undefined) | 19 | 1 | -2 | -3 | 2 | 2 | -12 | -8
COCCCn1c(C(=O)N2CCOCC2)cc2c(=O)n3ccccc3nc21 | 7 | 12 | 4 | 2 | 2 | 0 | -17 | 11
Cc1c(C(=O)N2CCCCC2)nn(-c2ccc(Cl)cc2)c(=O)c1C#N | 0 | -7 | 6 | -3 | 4 | 5 | 8 | -8
CCOC(=O)c1c(C)[nH]c(C)c1C(=O)COc1ncnc2ccccc12 | -6 | 11 | 3 | -3 | -5 | -4 | 8 | -1

A portion from the list above:
SMILES | UBC13 polyUb | Jurkat NFkB inh | Gli-Sufu antag | SENP8 inh | EBI2 antag | CCR6 antag | Apaf1 inhib | 697 NFkB inh
Cc1ccc(C(=O)N/C(=C/c2ccc(-c3cccc([N+](=O)[O-])c3)o2)C(=O)NCCCN(C)C)cc1 | 57* | -8 | 5 | -1 | -30 | 0 | 21 | -3
O=C(CSc1nc2ccc(NC(=O)CSc3nnnn3-c3ccccc3)cc2s1)Nc1ccccc1 | -11 | 11 | -9 | -5 | -1 | -8 | 2 | -6
COC(=O)C1=C(C)N=C2SC(C#N)=C(N)N2C1c1cccc(OC)c1 (centres undefined) | 8 | 10 | -12 | -1 | -9 | -4 | 7 | 12
COc1cccc2cc(C(=O)NCc3ccc(F)cc3)c(=N)oc12 | -10 | -21 | 9 | -9 | 3 | 20 | 25 | -23
Cc1ccc(CNC(=O)CCc2ccc(S(=O)(=O)NC3CCCCC3)cc2)cc1 | 0 | -4 | 0 | -7 | 14 | 3 | 16 | -22
COc1ccc(S(=O)(=O)N(CC(=O)N2CCN(C)CC2)c2ccc(C)cc2)cc1Br | 3 | -8 | 0 | 7 | 5 | 22 | 3 | 18
O=C1CN(C(=O)c2ccc(Br)o2)C(c2ccc(F)cc2)c2cc(F)ccc2N1 (centres undefined) | -5 | 2 | 25 | -1 | 5 | -3 | 6 | 20
Cc1nc(Nc2ccncc2)c2oc3ccccc3c2n1 | 22 | -53 | 11 | -2 | -11 | 15 | -12 | 18
Cc1ccc2c(c1)N(S(=O)(=O)c1cc(-c3cc(C)no3)ccc1C)CCO2 | -12 | 14 | 31 | -5 | 4 | 10 | 25 | -68
COc1cccc(C(=O)N(Cc2ccco2)c2c(N)n(Cc3ccccc3)c(=O)[nH]c2=O)c1 | -6 | 12 | 7 | 0 | 1 | 11 | -5 | 14
C=Cc1ccc(C(=O)NC2CCCN(Cc3ccccc3F)C2)cc1 (centres undefined) | 5 | 6 | 5 | 0 | 0 | 5 | 2 | 13
CC1CC(OCC(O)CN2CCOCC2)CC(C)(C)C1 (centres undefined) | -6 | 1 | 8 | 3 | -6 | 4 | -17 | -24
COCCOc1cc(N2C(=O)CSCC2=O)c(Cl)cc1Cl | -10 | 0 | -2 | -6 | -3 | -15 | -6 | 17
COc1ccc(C2N(c3ccc4c(c3)OCCO4)C(=O)C2(F)F)cc1OC (centres undefined) | 19 | 1 | -2 | -3 | 2 | 2 | -12 | -8
COCCCn1c(C(=O)N2CCOCC2)cc2c(=O)n3ccccc3nc21 | 7 | 12 | 4 | 2 | 2 | 0 | -17 | 11
Cc1c(C(=O)N2CCCCC2)nn(-c2ccc(Cl)cc2)c(=O)c1C#N | 0 | -7 | 6 | -3 | 4 | 5 | 8 | -8
CCOC(=O)c1c(C)[nH]c(C)c1C(=O)COc1ncnc2ccccc12 | -6 | 11 | 3 | -3 | -5 | -4 | 8 | -1

(listing goes on)
SMILES | UBC13 polyUb | Jurkat NFkB inh | Gli-Sufu antag | SENP8 inh | EBI2 antag | CCR6 antag | Apaf1 inhib | 697 NFkB inh
O=C(O)c1ccccc1NC(=O)c1ccccc1-c1ccccc1C(=O)O | -5 | 0 | 29 | -7 | -12 | -4 | 11 | -3
O=C(C1CC1)N1CCN(Cc2ccccc2)CC1 | 5 | -10 | 0 | -8 | -11 | 6 | -10 | -1
COc1ccc(CN=CC2=C(O)CNC2=O)cc1 | -1 | -5 | -2 | -2 | 9 | 20 | -13 | -10
Cc1ccc(OCC(=O)O/N=C(\N)c2ccncc2)c(C)c1 | 7 | -96 | -86 | -3 | -2 | -4 | 8 | -114
CCOc1ccc(S(=O)(=O)NCc2ccncc2)cc1 | -3 | 72* | 82* | 0 | -2 | 5 | 4 | 100*
CC(NC(=O)CSc1ncnc2nc[nH]c12)c1ccccc1 (centres undefined) | -8 | -3 | 1 | -7 | -2 | -7 | -5 | -11
CCOc1ccc(Oc2c(C)oc3cc(O)ccc3c2=O)cc1 | 9 | 12 | 2 | 1 | 0 | -11 | 2 | 10
O=C(CCn1c(=O)oc2ccccc21)NCCC1=CCCCC1 | -3 | 17 | -6 | -1 | 9 | 0 | -3 | -2
Cc1ccc(-c2nnc(SC(C)C#N)n2N)cc1 (centres undefined) | 2 | 3 | 2 | 1 | -6 | -7 | 2 | 12
N#Cc1ccc(CSc2nnc(-c3ccncc3)o2)cc1 | 2 | -27 | -2 | -3 | 0 | 1 | 1 | 3
N#Cc1c(Oc2ccc3ccccc3c2)sc(C(=O)c2ccccc2)c1N | 12 | 0 | 30 | 0 | 35 | 22 | 12 | 0
CNS(=O)(=O)c1ccc2c3c(cccc13)C(=O)N2 | -5 | -3 | -14 | -6 | 3 | 3 | -4 | 6
COc1ccc(COC(=O)N/N=C(\C)CC(=O)Nc2ccc(Cl)cc2)cc1 | 1 | 5 | 20 | 3 | 8 | 9 | 0 | -13
C=CCc1ccc(OCCOCCNCCOC)c(OC)c1 | 13 | -7 | 23 | 2 | 1 | 5 | -7 | 2
CN(C)c1ccc(P(=O)(OCc2ccccc2)C(O)c2cccnc2)cc1 (centres undefined) | -7 | -1 | -2 | -15 | 0 | 9 | -2 | -3
O=C(Nc1cc(Cl)ccc1O)C1CC(c2ccccc2Cl)=NO1 (centres undefined) | 4 | -8 | 0 | -6 | -6 | 5 | -10 | -6
O=C(Nc1ccc(Cc2ccncc2)cc1)c1ccc(S(=O)(=O)N2CCOCC2)cc1 | 2 | 31 | 21 | 4 | -11 | 1 | 8 | -32
COc1ccc(/C=N/Nc2cc(N3CCCC3)nc(N3CCCC3)n2)cc1 | -12 | 31 | 37 | 14 | 60* | 8 | 93* | -32
COc1ccc(N2CCN(CC(=O)Nc3c(C)cc(C)cc3C)CC2)cc1 | -9 | -12 | 5 | -11 | 16 | -11 | 1 | -27
COCCNC(=O)c1ccc2c(Cl)c3c(nc2c1)CCC3 | 5 | -48 | 20 | -1 | -14 | -1 | 0 | -27
C=CCN1C(=O)SC(Cc2cccc(OC)c2O)C1=O (centres undefined) | 12 | 2 | . | 6 | -1 | 13 | -6 | 2

Quoted at random: 2 entries already listed
SMILES | UBC13 polyUb | Jurkat NFkB inh | Gli-Sufu antag | SENP8 inh | EBI2 antag | CCR6 antag | Apaf1 inhib | 697 NFkB inh
COc1ccc(N2CCN(CC(=O)Nc3c(C)cc(C)cc3C)CC2)cc1 | -9 | -12 | 5 | -11 | 16 | -11 | 1 | -27
O=C(Nc1cc(Cl)ccc1O)C1CC(c2ccccc2Cl)=NO1 (centres undefined) | 4 | -8 | 0 | -6 | -6 | 5 | -10 | -6
